Dynein transport = blocks dynein driven cargo transport along microtubules; z-score, hits read low; AID 1381; 3617.4 mouse cells, GR-EGFP nuclear translocation imaging; test concentration mostly 20 µM; stimulated with dexamethasone, 1 µM; stronger effect = lower value; actives 0.47% (n = 220,000);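 active = plate z-score of nuclear minus cytoplasmic receptor signal below a set negative limit, without overly bright fluorescence or cell loss, cut at about -3.5 in these data, passing the limit was not always enough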;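 also: z-score of nuclear minus cytoplasmic ring GR-EGFP intensity difference per well; some compounds called inactive have numbers as strong as hits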
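Medium: Induction medium lacking tetracycline, stripped serum | Probe or stimulus: 1.0 µM final dexamethasone stimulus | Schedule: 48 h induction, then 1 h compound, then 30 min agonist, 37 °C | Signal: Automated 10x imaging of fixed Hoechst-stained cells | Evaluation: Per-cell GR-EGFP intensity, nucleus versus surrounding cytoplasmic ring, well-averaged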
P. falciparum M17LAP = P. falciparum M17LAP inhibitors, primary screen, biochemical, fluorogenic H-Leu-NHMec substrate, 1536-well (AID 1619); recombinant M17LAP, H-Leu-NHMec fluorogenic kinetic assay; higher % means a stronger effect; actives 0.38% (n = 220,000); inhibition, % at 30 µM, or IC50 in µM where a hit was titrated;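 active = compound inhibiting the enzyme by more than half at any dose during confirmatory dose-response retesting; inconclusive = strong single-dose inhibitors picked by rank but not retested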;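 also: plate controls were full reaction with DMSO carrier for no effect and no enzyme background for full effect; strong numbers were not always called active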
KOR beta-arrestin-1 = KOR antagonists, beta-arrestin recruitment, cell-based, luminescence, uHTS (AID 1778); inhibition, % at 10 µM; hits with a dose series show IC50 in µM; actives 0.091% (n = 290,000); KOR beta-arrestin recruitment, luminescence, antagonist mode; higher % means a stronger effect; also: strong numbers were not always called active
NOD1 NF-kB reporter = inhibition of NOD1-driven NF-kB reporter – cell-based, luminescence, uHTS, primary screen (AID 1578); NOD1-driven NF-kB luciferase reporter cells, luminescence; higher % means a stronger effect; inhibition, % at 4 µM, or EC50 in µM where a hit was titrated; actives 1% (n = 290,000); in the data active = inhibition mostly above about 36%, no sharp cut-off; inactive = mostly below about 34%;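 also: HEK-293T reporter cells stimulated with the NOD1 agonist gamma-tri-DAP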
KOR beta-arrestin-2 = KOR agonists, beta-arrestin recruitment, primary screen, cell-based, luminescence, uHTS (AID 1777); KOR beta-arrestin recruitment, luminescence; higher % means a stronger effect; one-dose activation, % at 10 µM; EC50 in µM for titrated hits; actives 0.02% (n = 280,000); in the data active = activation above about 50%, passing the limit was not always enough; also: a part of the inactive calls stands beside numbers as strong as those of hits
HEK293 NOD2/NF-kB = inhibition of NOD2-driven NF-kB reporter – cell-based, luminescence, uHTS, HEK293 (AID 1566); one-dose inhibition, % at 4 µM; EC50 in µM for titrated hits; actives 0.63% (n = 290,000); HEK293 NOD2/NF-kB luciferase reporter, luminescence; higher % means a stronger effect; also: many of its hits are not listed in these tables
AID2073 = inhibitors of Mint1-CaV2.2 protein interaction, biochemical, HTRF (AID 2073); inhibition, % at 20 µM; hits with a dose series show IC50 in µM; actives 0.19% (n = 290,000); HTRF protein-protein interaction, Mint1-CaV2.2; higher % means a stronger effect; in the data active = inhibition mostly above about 51%, no sharp cut-off; inconclusive = no clear call, values can overlap the other calls; inactive = mostly below about 53%; also: some results filed as inactive read as strong as hits
GPR55 beta-arrestin = selective activators of receptor GPR55 – imaging, U2OS cells, beta-arrestin-GFP redistribution, primary screen (AID 1961) | U2OS GPR55 beta-arrestin-GFP redistribution imaging; higher % means a stronger effect | one-dose activation, % at 10 µM; EC50 in µM for titrated hits | actives 0.048% (n = 290,000);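 active = activation above 40% with more than 50 cells counted in the well; inconclusive = wells holding fewer than 50 cells, flagged as toxic or sparse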;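 also: U2OS osteosarcoma cells stably expressing GPR55 and beta-arrestin-GFP; plate controls were DMSO negative control for no effect and LPI positive control for full effect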
P. falciparum M1AAP = malaria alanyl aminopeptidase activity blockers – biochemical, fluorogenic H-Leu-NHMec substrate, 1536-well (AID 1445). actives 0.42% (n = 220,000). inhibition, % at 30 µM, or IC50 in µM where a hit was titrated. recombinant M1AAP, H-Leu-NHMec fluorogenic kinetic assay; higher % means a stronger effect;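 active = primary inhibition above the hit cutoff, then over 50% inhibition at one or more dose response concentrations, cut at about 23% in these data, passing the limit was not always enough; inconclusive = conflicting primary data, or primary hits not chosen for dose response; inactive = low primary inhibition, or under 50% at every dose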;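 also: plate controls were DMSO full reaction for no effect and no enzyme background for full effect; strong numbers were not always called active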
Dynein transport cytoplasmic EGFP = second read-out of Dynein transport, no call of its own (marks repeat the call); z-score; measured here: cytoplasmic GR-EGFP intensity; stronger effect = higher value
Dynein transport nuclear GR-EGFP = recorded beside Dynein transport, whose call it bears; z-score; measured here: nuclear GR-EGFP intensity;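 lower value marks the stronger effect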
Dynein transport cell count = second read-out of Dynein transport, no call of its own (marks repeat the call); z-score; measured here: cell count per field
Numbers without * were called inactive; ? = inconclusive; nt = no result given; [ ] = remark or other dose. Rule as the data show it, unless noted: active = inhibition above about 50%; inactive = the rest. The list is partial; count on the stated rates, not on these rows.

SMILES	Dynein transport	Dynein transport cytoplasmic EGFP	Dynein transport nuclear GR-EGFP	Dynein transport cell count	P. falciparum M17LAP	KOR beta-arrestin-1	NOD1 NF-kB reporter	KOR beta-arrestin-2	HEK293 NOD2/NF-kB	AID2073	GPR55 beta-arrestin	P. falciparum M1AAP
CCCCC(=O)Nc1ccc(NC(=S)NC(=O)CCCCl)cc1OC	-0.643	-0.296	-0.658	0.396	1.4%	-1.8%	-11.0%	-3.4%	-2.7%	-13.5%	0.0%	10.7%
C=CCOc1ccc(/C=C(\C#N)C(=O)Nc2ccccn2)cc1	nt	nt	nt	nt	nt	-47.0%	-10.8%	-5.2%	22.5%	3.9%	0.1%	nt
CC(C)Cc1nnc(NC(=O)C23CC4CC(CC(C4)C2)C3)s1	nt	nt	nt	nt	nt	-33.6%	-11.4%	-0.8%	-30.6%	-4.2%	-0.1%	nt
CC1CCN(C(=O)COc2cccc3c2CCN(Cc2ccccc2)C3=O)CC1	-1.04	-0.245	-0.483	0.69	4.6%	-4.2%	-16.0%	-5.3%	-31.5%	-3.0%	0.0%	-2.9%
COCC(C)n1c(SCC(=O)Nc2oc(C)c3c(C)n[nH]c(=O)c23)nc2ccccc2c1=O (centres undefined)	nt	nt	nt	nt	nt	-14.1%	-2.8%	3.5%	5.3%	11.3%	0.2%	nt
O=S(=O)(Cc1ccccc1)N1CCN(c2ccccc2)CC1	0.037	-0.111	-0.6	-0.286	2.0%	-29.5%	-35.9%	4.9%	-6.0%	-2.3%	-0.1%	8.1%
O=C1CSC(=Nc2ccccc2[N+](=O)[O-])N1	0.464	-0.335	0.39	-0.166	5.7%	-14.4%[20 µM]	-36.5%	-5.1%	3.2%	9.7%	-0.1%	7.0%
CC1=CC=CC2=NC(=O)CC(C)(C(=O)N(CC(=O)NC3CCCC3)Cc3ccc(Cl)cc3)N12 (centres undefined)	nt	nt	nt	nt	nt	-3.9%	0.6%	1.8%	-14.4%	12.4%	-0.1%	nt
O=C(NC1CC1)C1CCN(C(=O)c2ccc(Cl)cc2)CC1	nt	nt	nt	nt	nt	9.3%	-31.8%	-1.1%	12.8%	0.2%	-0.4%	nt
Cc1cccc(Oc2coc3cc(OC(=O)c4cc5ccccc5oc4=O)ccc3c2=O)c1	-0.177	-0.173	-0.282	0.458	-40.9%	-17.7%	-10.9%	5.0%	-49.7%	31.4%	-0.1%	11.9%
Clc1ccc2nc(CN3CCCc4ccccc43)cn2c1	-0.25	-0.227	0.299	-0.249	-4.6%	28.0%	-6.2%	-1.9%	-4.1%	-0.6%	-0.1%	2.6%
COc1ccc(OC(=O)CCN2C(=O)C3C4C=CC(C4)C3C2=O)cc1 (centres undefined)	-0.745	-0.303	-0.384	1.04	4.0%	15.2%	-28.6%	-3.4%	5.7%	-1.9%	-0.1%	1.2%
N/C(=N\OC(=O)c1ccc(=O)n(Cc2ccc(Cl)cc2)c1)c1ccccn1	0.876	-0.346	0.468	0.231	12.9%	-3.0%	12.0%	-0.5%	4.3%	31.7%	-0.3%	6.8%
COc1ccc(-c2cnnc(N/N=C/c3ccc(-c4ccc([N+](=O)[O-])cc4)o3)n2)cc1	-1.59	-0.114	-0.938	0.919	-4.9%	-102.0%	-14.4%	24.9%	-44.2%	?	0.1%	5.2%
CC(C)(C)CC(C)(C)NC(=O)c1ccccc1	-0.665	-0.261	0.0309	1.36	3.4%	-31.2%[20 µM]	-26.1%	-4.7%	6.6%	-8.7%	0.2%	9.0%
COc1ccccc1N1CC(C(=O)Nc2ccc3c(c2)OCO3)CC1=O (centres undefined)	-0.543	-0.214	-0.287	1.13	4.5%	-35.4%	-22.3%	-2.2%	-4.4%	1.9%	-0.5%	0.7%
NS(=O)(=O)c1ccc(CCNC(=O)C2CCCN2S(=O)(=O)c2cccc3nsnc23)cc1 (centres undefined)	nt	nt	nt	nt	nt	28.3%	4.1%	2.9%	0.6%	1.2%	0.2%	nt
O=C(c1cc(-c2ccc(Cl)c(Cl)c2)on1)N1CCCCC1	-0.473	-0.202	0.0994	0.32	6.5%	-18.7%	-66.9%	13.5%	-133.1%	1.6%	-0.2%	-3.9%

Pulled by compound from above (4):
SMILES	Dynein transport	Dynein transport cytoplasmic EGFP	Dynein transport nuclear GR-EGFP	Dynein transport cell count	P. falciparum M17LAP	KOR beta-arrestin-1	NOD1 NF-kB reporter	KOR beta-arrestin-2	HEK293 NOD2/NF-kB	AID2073	GPR55 beta-arrestin	P. falciparum M1AAP
COc1ccc(OC(=O)CCN2C(=O)C3C4C=CC(C4)C3C2=O)cc1 (centres undefined)	-0.745	-0.303	-0.384	1.04	4.0%	15.2%	-28.6%	-3.4%	5.7%	-1.9%	-0.1%	1.2%
CC(C)Cc1nnc(NC(=O)C23CC4CC(CC(C4)C2)C3)s1	nt	nt	nt	nt	nt	-33.6%	-11.4%	-0.8%	-30.6%	-4.2%	-0.1%	nt
COc1ccc(-c2cnnc(N/N=C/c3ccc(-c4ccc([N+](=O)[O-])cc4)o3)n2)cc1	-1.59	-0.114	-0.938	0.919	-4.9%	-102.0%	-14.4%	24.9%	-44.2%	?	0.1%	5.2%
CC1=CC=CC2=NC(=O)CC(C)(C(=O)N(CC(=O)NC3CCCC3)Cc3ccc(Cl)cc3)N12 (centres undefined)	nt	nt	nt	nt	nt	-3.9%	0.6%	1.8%	-14.4%	12.4%	-0.1%	nt

3 structures out of the list, arranged by number of heavy atoms, largest number first.
SMILES	Dynein transport	Dynein transport cytoplasmic EGFP	Dynein transport nuclear GR-EGFP	Dynein transport cell count	P. falciparum M17LAP	KOR beta-arrestin-1	NOD1 NF-kB reporter	KOR beta-arrestin-2	HEK293 NOD2/NF-kB	AID2073	GPR55 beta-arrestin	P. falciparum M1AAP
CC1CCN(C(=O)COc2cccc3c2CCN(Cc2ccccc2)C3=O)CC1	-1.04	-0.245	-0.483	0.69	4.6%	-4.2%	-16.0%	-5.3%	-31.5%	-3.0%	0.0%	-2.9%
O=S(=O)(Cc1ccccc1)N1CCN(c2ccccc2)CC1	0.037	-0.111	-0.6	-0.286	2.0%	-29.5%	-35.9%	4.9%	-6.0%	-2.3%	-0.1%	8.1%
O=C(NC1CC1)C1CCN(C(=O)c2ccc(Cl)cc2)CC1	nt	nt	nt	nt	nt	9.3%	-31.8%	-1.1%	12.8%	0.2%	-0.4%	nt

Compound activity (PubChem)
